Bioassay records as filed in PubChem.
RAM inhibit = inhibitors of the yeast RAM network; S. cerevisiae dse1pr::URA3 reporter, 5-FOA growth OD615, 2 d; analog-sensitive cbk1-as2 kinase mutant strain; AID 868; hit rate 1.8% among 190,000; inhibition, % at 50 µM;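 active = inhibition above a set limit, 3 SD over mean compound inhibition, cut at about 8.4% in these data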;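 note: 0% = DMSO-only wells with no growth and 100% = 10 µM 1-NA-PP1 full growth; inhibition rescues growth on 5-FOA so higher OD means more RAM inhibition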
Hsp70 act = transcriptional activators of Hsp70; HeLa Hsp70 promoter luciferase reporter, luminescence; scaled: vehicle 0, proteasome-inhibitor control 100%; hit rate 0.04% among 200,000; AID 1203; activation, % at 10 µM;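 active = activation above the mean across all tested compounds plus 3 SD, cutoff set per campaign, cut at about 5.5% in these data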;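 note: 100% = MG132 at 30 µM as the positive control and 0% = DMSO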
STAT3 blocker = reduces IL-6 driven STAT3 reporter signal; U3A cells, IL-6 STAT3-luciferase reporter, luminescence; host cell line lacks STAT1; inhibition, % at 5.5 µM; hit rate 0.89% among 190,000; AID 862;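 active = inhibition above the mean inhibition across all screened compounds plus 3 SD, cut at about 44% in these data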;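 note: 0% = DMSO only wells and 100% = 100 µM nifuroxazide control wells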
NF-kB neuron act = NF-kB expression increase, human neuronal cells; AID 1239; hit rate 1.6% among 190,000; fold change at 12.5 µM; NF-kB reporter expression; stronger effect = higher value; in the data active = fold change above about 3.3
APP transl inh = APP translation inhibition; hit rate 0.82% among 190,000; inhibition, % at 2 µM; AID 1285; SH-SY5Y APP 5'UTR-luciferase reporter, luminescence;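 active = inhibition above a set limit, derived from the sample mean plus 3 SD, cut at about 45% in these data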; note: values of inactives mirror those of a sister screen read the other way
STAT1 inh = STAT1 signaling inhibition; NIH 3T3 STAT1-luciferase reporter, IFN-gamma, luminescence; inhibition, % at 5.5 µM; hit rate 0.35% among 200,000; AID 920;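 active = inhibition above a set limit, the mean inhibition across all tested compounds plus 3 SD, cut at about 34% in these data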;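 note: 0% = IFN-gamma with DMSO and 100% = IFN-gamma with 300 µM nifuroxazide; values of inactives mirror those of a sister screen read the other way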
STAT3 act = STAT3 signaling activation. U3A cells, IL-6 STAT3-luciferase reporter, luminescence; 100% = signal with IL-6 EC80 alone. activation (% of control), % at 5.6 µM. hit rate 0.91% among 190,000;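 active = activation above the screen-wide mean of compound activation plus 3 SD, cut at about 130% in these data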;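 note: 0% = background luminescence of wells with medium and substrate only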
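Material: STAT1-lacking human U3A cells, STAT3 luciferase reporter | Benchmarks: IL-6-only wells as 100% reference | Probe or stimulus: IL-6 (33 ng/mL) | Timing: Compound 1 h, then IL-6 6 h at 37 °C | Detection: Luminescence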
FLuc inh counter = inhibits firefly luciferase, flagging false hits in luciferase inhibition screens. P08659. ATPLite firefly luciferase biochemical luminescence, 10 min. inhibition, % at 10 µM. hit rate 1.5% among 200,000;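 active = inhibition above about 50% when tested at 10 µM, limit read from the data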
Target sequence (P08659 whole entry, looked up): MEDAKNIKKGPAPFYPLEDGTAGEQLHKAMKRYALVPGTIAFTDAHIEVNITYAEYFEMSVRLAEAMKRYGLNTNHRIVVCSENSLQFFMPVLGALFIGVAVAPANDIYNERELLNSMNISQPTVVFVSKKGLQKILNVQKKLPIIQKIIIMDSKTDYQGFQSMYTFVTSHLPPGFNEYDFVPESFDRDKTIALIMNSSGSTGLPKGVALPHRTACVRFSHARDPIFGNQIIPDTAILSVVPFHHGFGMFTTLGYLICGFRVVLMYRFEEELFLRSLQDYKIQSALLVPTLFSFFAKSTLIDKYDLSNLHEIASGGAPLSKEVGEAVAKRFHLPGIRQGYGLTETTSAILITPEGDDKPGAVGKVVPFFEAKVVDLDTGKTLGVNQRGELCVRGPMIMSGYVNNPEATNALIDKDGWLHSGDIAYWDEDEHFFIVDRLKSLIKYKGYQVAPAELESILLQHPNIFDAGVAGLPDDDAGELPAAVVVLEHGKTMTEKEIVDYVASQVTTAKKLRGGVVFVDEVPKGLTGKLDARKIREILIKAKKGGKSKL
APP 5'UTR act = activates APP 5'UTR luciferase reporter | SH-SY5Y APP 5'UTR luciferase reporter, luminescence; zero percent = DMSO vehicle wells | hit rate 1% among 190,000 | AID 1276 | activation, % at 2 µM;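 active = activation above a set limit, based on mean plus 3 SD of controls, cut at about 140% in these data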; note: values of inactives mirror those of a sister screen read the other way
STAT1 act = STAT1 signaling activation | hit rate 2.6% among 200,000 | AID 932 | NIH 3T3 STAT1-luciferase reporter, IFN-gamma, luminescence; 100% = IFN-gamma alone, no compound | activation (% of control), % at 5.5 µM;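 active = activation above the screen-wide mean activation plus 3 SD, cut at about 130% in these data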;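 note: raw ratio to IFN-gamma control signal so 100% means no change and 0% no light; values of inactives mirror those of a sister screen read the other way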
* hit, by the source's call; / = not tested or not shown.

Results follow in this order: STAT1 act, STAT3 act, STAT1 inh, STAT3 blocker, Hsp70 act, RAM inhibit, APP 5'UTR act, APP transl inh, NF-kB neuron act, FLuc inh counter
Cc1ccc(NC(=O)CN2C(=O)N/C(=C/c3ccc(C)s3)C2=O)cc1
    108.4, 108.9, -9.4, -8.3, -0.2, 6.2, 9.4, -9.4, 1.37, -2.8
COc1ccccc1NCC(=O)N/N=C/C=C/c1ccccc1
    109.2, 107.8, -10.2, -8.6, 0.1, 2.7, -5.6, 5.6, 1.24, 30.1
O=C(c1noc2c1CCCC2)N1CCN(c2ccccc2)CC1
    107.2, 95.9, -6.3, 11.2, -0.1, 0.9, -11.8, 11.8, 1.41, -5.0
COC(=O)CC1C(=O)NCCN1C(=O)Nc1cccc(Cl)c1 (stereo not drawn)
    94.9, 101.5, 5.6, -2.1, 0.1, 0.2, -10.1, 10.1, 1.24, 0.7
Cc1ccc(S(=O)(=O)N2CCN(C(=O)CCC(=O)NCCc3ccc(S(N)(=O)=O)cc3)CC2)c(C)c1
    92.6, 92.9, 7.4, 10.7, -0.3, 4.5, 29.2, -29.2, 1.39, 5.3
COc1cccc(C(=O)NNC(=O)c2ccccc2Br)c1
    98.2, 90.0, 2.0, 21.6, 0.1, 0.1, 0.4, -0.4, 1.05, 2.9
O=C(Nc1cccc([N+](=O)[O-])c1)c1ccc2c(c1)OCO2
    124.7, 104.5, -28.1, -2.5, 0.1, 3.3, 43.1, -43.1, 1.37, 11.5
O=C(C1CCC(CNS(=O)(=O)c2cccs2)CC1)N1CCCCC1 (stereo not drawn)
    97.5, 97.5, -0.4, 2.9, -0.4, -0.9, -2.8, 2.8, 1.15, -2.2
COCCN1CCn2c(nc3cc(NC(=O)c4ccc(OC)cc4)ccc32)C1
    96.1, 108.1, 4.3, 0.8, -0.3, 3.9, 2.2, -2.2, 0.7, 4.9
CCN(CC)S(=O)(=O)c1ccc2c(c1)c(=O)c(C(=O)NCCCN(C)c1ccccc1)cn2C
    97.1, 112.4, 1.4, -10.2, 0.3, 1.1, -1.5, 1.5, 0.86, -8.4
CCOCC(=O)Nc1sc2c(c1C(=O)OCC)CCCC2
    93.5, 100.0, 7.1, 1.1, -0.1, 2.1, 6.2, -6.2, 1.31, -3.1
CSc1ccc(/C=C/C(=O)OCC(=O)N(C)CCC#N)cc1
    104.6, 97.8, -6.4, 10.3, -0.4, -0.6, 8.1, -8.1, 1.15, 4.0
Cc1sc2ncnc(Sc3ccccc3C(=O)Nc3ccc(Br)cc3)c2c1C
    112.5, 100.3, -13.8, -4.8, -0.1, 2.0, 7.1, -7.1, 1.24, -2.1
CCN(CC)S(=O)(=O)c1cccc(C(=O)N/N=C/c2ccccn2)c1
    105.0, 100.7, -4.6, -0.3, -0.3, 1.4, 0.9, -0.9, 1.06, 8.1
Cc1cc(C(=O)Nc2c(C)n(C)n(-c3ccccc3)c2=O)cs1
    80.7, 97.2, 9.4, 4.8, -0.1, -0.7, -2.9, 2.9, 0.95, -5.2
O=C(NCCc1csc(-c2ccc(C(F)(F)F)cc2)n1)c1cccs1
    91.4, 90.4, 9.5, 19.7, -0.1, 7.3, -10.3, 10.3, 0.76, -6.6
CCCCn1c(=O)c(C(=O)c2ccccc2)nc2ccccc21
    100.6, 107.8, -0.6, -6.1, -0.1, 0.3, 22.5, -22.5, 0.85, -5.5
Cc1cc(C)cc(N(C(=O)CNC(=O)c2ccco2)C(C(=O)NC2CCCC2)c2cccnc2)c1 (stereo not drawn)
    87.3, 87.1, 14.7, 21.4, 0.9, 0.5, 2.7, -2.7, 1.12, -2.2
COc1c(/C=N/NC(=O)c2ccccc2O)c(CCN(C)C(C)=O)cc2c1OCO2
    101.2, 92.9, -1.3, 11.0, -0.2, 1.5, 18.8, -18.8, 1.06, 84.6*
COc1ccc(C2=CC(c3c(C)nn(-c4ccccc4)c3Cl)n3nnnc3N2)cc1OC (stereo not drawn)
    88.0, 86.5, 13.2, 25.1, -0.2, 2.8, -3.0, 3.0, 0.97, -5.4
COc1ccc(Cl)cc1NC(=O)CCc1nc(-c2ccccc2F)no1
    100.5, 90.4, -0.4, 11.8, -0.4, 1.3, -0.1, 0.1, 1.2, -10.0
COc1ccc(-c2[nH]ncc2-c2csc(C)n2)c(O)c1
    97.7, 90.9, 2.5, 9.9, -0.3, -0.4, -0.9, 0.9, 1.15, -9.0
CCOC(=O)c1ccc(Nc2ncnc3ccccc23)cc1
    112.9, 92.4, -13.4, 16.7, 0.0, 1.2, 27.5, -27.5, 1.35, -1.3
COc1cc(C(c2sc3nc(C)nn3c2O)N2CCC3(CC2)OCCO3)cc(OC)c1OC (stereo not drawn)
    108.7, 95.2, -9.5, 10.7, -0.1, 1.8, 2.0, -2.0, 1.01, 1.8
Cc1cc(C(C)(C)C)cc(C)c1COC(=O)C1CCC(=O)N1 (stereo not drawn)
    102.8, 99.2, -3.1, 9.7, -0.1, 0.8, 10.3, -10.3, 0.9, -9.1
COc1ccccc1CNC(=O)c1ccccc1N(C)S(C)(=O)=O
    100.2, 98.7, -0.2, 2.7, -0.2, -0.7, -8.1, 8.1, 1.08, -3.9
O=C(N/N=C/c1cccc([N+](=O)[O-])c1O)c1cccs1
    123.7, 99.4, -26.1, 0.1, -0.1, 1.4, 54.4, -54.4, 1.02, 67.3*
CCOC(=O)Cn1nc(C)n(-c2ccc(C(C)(C)C)cc2)c1=O
    95.1, 97.5, 5.5, 13.0, -0.4, 1.3, -0.4, 0.4, 1.04, -2.6
CCC(C)(C)NC(=O)c1cc([N+](=O)[O-])ccc1N1CCCCC1
    94.2, 99.6, 5.7, 1.7, -0.2, 1.1, 6.9, -6.9, 1.36, -7.5
O=C(CCN1C(=O)/C(=C/c2ccc3c(c2)OCO3)SC1=S)NNC(=O)c1cccnc1
    87.8, 94.5, 12.8, 13.7, -0.3, 2.4, -10.0, 10.0, 1.06, -0.6
Cc1ccc(C(=O)N/C(=C\c2ccc(-c3ccc(Br)cc3)o2)C(=O)NCCCN(C)C)cc1
    108.8, 94.5, -10.2, 9.1, 0.0, -1.4, -0.2, 0.2, 0.62, -5.6
O=C(NC(=S)Nc1ccc(S(=O)(=O)N2CCCC2)cc1)c1cccs1
    93.3, 94.9, 7.5, 3.8, -0.1, 4.2, -0.4, 0.4, 0.77, -1.8
CCC(=O)OCC(=O)Nc1ccc(OC)cc1[N+](=O)[O-]
    100.9, 107.0, -2.5, -3.4, -0.1, -0.1, -5.2, 5.2, 1.21, -1.0
O=C(NC(=S)NCCN1CCOCC1)c1ccc(Cl)cc1Cl
    96.6, 94.2, 3.8, 11.9, 0.3, 0.2, -4.6, 4.6, 1.02, -2.7
C=C(C)C1CC=C(C)/C(=N/NC(=O)COc2cccc3ccccc23)C1 (stereo not drawn)
    98.0, 88.2, -0.6, 17.2, 0.1, 3.5, -3.4, 3.4, 1.37, -1.1
Cc1nc2cc(C(=O)NCCN3CCOCC3)ccc2n1-c1ccc(F)cc1F
    102.0, 103.1, -3.4, 2.8, 0.1, -0.2, 12.2, -12.2, 0.91, -4.7
CC1CCCCN1C(=O)CSc1nnc(-c2ccc(Cl)s2)o1 (stereo not drawn)
    107.5, 94.6, -8.1, 8.5, 0.4, 1.2, 63.6, -63.6, 1.78, 0.7
Cc1csc(SCc2c(C(=O)O)oc3ccccc23)n1
    106.8, 105.0, -7.4, -2.8, 0.1, -0.8, -5.5, 5.5, 1.36, /
CN(C)/C=C(\C#N)S(=O)(=O)c1ccccc1
    96.7, 96.1, 4.0, 10.4, 0.0, 1.5, 0.7, -0.7, /, -4.6
O=C1NC(=O)[C@@H]2C3c4ccccc4C=CN3[C@H](C(=O)c3cccs3)[C@H]12 (stereo partly drawn)
    101.3, 119.2, -1.4, -17.4, -0.1, -0.3, 30.6, -30.6, 1.34, -1.7
O=C(NCCc1cccs1)C12CN(Cc3ccccc3)CC1C(c1cccc([N+](=O)[O-])c1)=NO2 (stereo not drawn)
    105.4, 112.8, -5.9, -9.2, -0.3, 0.7, 11.0, -11.0, 0.64, -7.4
c1ccc(CCn2nnnc2CN2CCN(C3CCCC3)CC2)cc1
    93.3, 101.7, 1.4, -0.6, -0.8, 1.4, -6.0, 6.0, 1.09, -0.8
COc1ccccc1-c1nc(C#N)c(N2CCC(Cc3ccccc3)CC2)o1
    104.3, 108.5, -4.6, -6.7, -0.2, 13.1*, 12.6, -12.6, 1.07, 8.5
CCN(CC)c1ccc(NC(=O)c2ccccc2)cc1S(=O)(=O)Nc1ccccc1OC
    104.1, 106.2, -4.6, -4.7, -0.4, 0.8, -1.5, 1.5, 0.72, 3.8
Nc1nc(NC(=O)CCCC(=O)O)nn1-c1ccccc1
    112.4, 96.7, -13.5, 7.5, -0.4, 3.3, -8.5, 8.5, 1.02, -7.5
Cc1ccc(NC(=O)C2CC(=O)N(C(C)C)C2)cc1Cl (stereo not drawn)
    101.3, 100.8, -3.3, 1.4, -0.4, 0.1, -22.2, 22.2, 1, -0.7
CCOc1ccc(NC(=O)Cn2c(=O)oc3ccccc32)cc1
    101.1, 94.7, -0.9, 6.4, -0.3, 0.3, -10.0, 10.0, 1.19, 2.2
O=C(COc1ccc(Cl)cc1)N1CCN(c2ncccn2)CC1
    98.0, 102.5, 2.1, 3.5, -0.5, 0.7, 8.8, -8.8, 1.04, -5.7
CCOC(=O)Cc1cc(OC)c(OC)cc1Cc1cc(OC)c(OC)cc1CC(=O)OCC
    96.8, 88.5, 3.6, 20.9, -0.2, 0.3, 27.8, -27.8, 1, -4.0
Cc1ccc(Cn2nc(C)c(NC(=O)c3cc(-c4ccc5c(c4)OCO5)on3)c2C)cc1
    82.2, 91.2, 19.6, 11.0, -0.2, 3.4, -5.2, 5.2, 0.93, -1.5
COc1ccc(C2NCCc3sccc32)cc1 (stereo not drawn)
    108.1, 103.8, -9.1, -0.5, -0.1, -0.8, -2.3, 2.3, 1.1, -7.1
COc1ccccc1N1C(=O)C2C3CC(c4ccccc4)C(C3)C2C1=O (stereo not drawn)
    97.6, 91.6, 2.7, 8.2, -0.3, 0.3, -20.4, 20.4, 0.61, -8.4
CCCCN1C(=O)C(O)=C(C(C)=O)C1c1ccccc1[N+](=O)[O-] (stereo not drawn)
    92.8, 102.8, 6.4, 3.6, -0.3, 1.0, 14.8, -14.8, 1.13, -0.2
CN(C1CCCCC1)S(=O)(=O)c1ccc(S(=O)(=O)N2CCCC2)cc1
    95.5, 100.7, 4.9, 2.6, -0.1, 1.9, 8.6, -8.6, 0.84, -1.3
CC(C)c1nc(SCC(=O)N2c3ccccc3CC2C)c2ccccc2n1 (stereo not drawn)
    89.7, 91.7, 11.4, 15.8, 0.0, 2.0, /, /, 0.54, -6.6
COc1cccc(Cn2nnc(C(=O)Nc3cc(Cl)ccc3OC)c2N)c1
    94.3, 83.6, 6.3, 27.5, 0.0, 1.6, -17.8, 17.8, 0.69, -5.8
Cc1ccc(N2C(=O)CC(NNC(=O)c3cccc(S(=O)(=O)N4CCCC4)c3)C2=O)cc1 (stereo not drawn)
    98.2, 99.8, 2.0, -2.3, -0.4, 1.7, -4.0, 4.0, 1.1, -0.9
O=C1N(Nc2ccccc2)C(c2ccc(Br)cc2)C12CCCC2 (stereo not drawn)
    95.0, 101.8, 5.5, 2.2, 0.3, 3.2, 9.9, -9.9, 1, -8.3
